GDH-TPI inh = GDH-TPI coupling enzyme inhibitors, primary screen, artefact control for M. tuberculosis FBA inhibitor project, biochemical, absorbance, full deck; GDH-TPI coupled enzyme counterscreen, NADH absorbance; inhibition, % at 4.8 µM; 360,000 compounds, 1.2% hits; in the data active = inhibition above about 30%;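 note: 0% = DMSO wells and 100% = wells lacking the enzyme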
BH1578 lux ind = inducers of Vibrio cholerae quorum light production without autoinducers, primary screen, BH1578 luxS cqsA deficient, single point; V. cholerae BH1578 lux reporter, luminescence, 6 h; activation, % at 18.7 µM; 350,000 compounds, 0.16% hits; AID 588436, 2011; in the data active = activation mostly above about 9.7%, no sharp cut-off; note: not every result past the cut was called active; inactives centre near 0; reference of the scale not given here
Mtb BioA inh = M. tuberculosis BioA enzyme inhibitors, primary screen, biochemical, plate reader, single point, HTS | purified M. tuberculosis BioA enzyme | 7,8-diaminopelargonic acid synthase BioA (Mycobacterium tuberculosis) | 360,000 compounds, 0.096% hits | inhibition, % at 9.99 µM; in the data active = inhibition above about 40%
MazEF act = activators of E. coli MazEF toxin-antitoxin RNase, primary screen, biochemical, fluorescence, uHTS | Endoribonuclease toxin MazF (Escherichia coli (strain K12)), P0AE70 | FAM/BHQ RNA-DNA oligo cleavage fluorescence, 5 h | activation, % at 20 µM | 350,000 compounds, 0.32% hits; in the data active = activation above about 50%
Target sequence (P0AE70 whole entry, looked up): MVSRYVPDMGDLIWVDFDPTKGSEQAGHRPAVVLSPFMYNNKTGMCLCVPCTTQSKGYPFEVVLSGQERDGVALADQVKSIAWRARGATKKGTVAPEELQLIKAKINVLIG
Mtb FBA inh = Mtb FBA enzyme inhibitors, primary screen, biochemical, fluorescence, strain H37Rv. purified M. tuberculosis FBA, fluorescence read-out. AID 588726, 2011. inhibition, % at 1 µM. 360,000 compounds, 2.3% hits. Fructose-bisphosphate aldolase (Mycobacterium tuberculosis (strain ATCC 25618 / H37Rv)), …; in the data active = inhibition above about 27%;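 note: 0% = vehicle and 100% = reference inhibitor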
SARS 3CLpro inh = SARS-CoV 3CLpro protease inhibitors, primary screen, biochemical, quenched FRET. 290,000 compounds, 0.14% hits. recombinant SARS-CoV 3CLpro, quenched FRET peptide cleavage. AID 1706, 2009. inhibition, % at 6 µM; in the data active = inhibition above about 12%
VHR inh abs = VHR1 phosphatase inhibitors, primary screen, biochemical, absorbance, uHTS | recombinant VHR phosphatase, pNPP absorbance | inhibition, % at 13.3 µM | 290,000 compounds, 0.52% hits; in the data active = inhibition above about 50%; note: some compounds called inactive have numbers as strong as hits
Target sequence (P51452 whole entry, looked up): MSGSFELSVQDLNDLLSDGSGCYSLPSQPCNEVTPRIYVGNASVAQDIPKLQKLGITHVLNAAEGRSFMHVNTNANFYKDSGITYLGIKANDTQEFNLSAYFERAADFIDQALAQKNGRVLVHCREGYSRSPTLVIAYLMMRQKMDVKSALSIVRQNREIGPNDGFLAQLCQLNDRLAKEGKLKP
Rv3671c protease = Rv3671c serine protease inhibitors, primary screen, biochemical, fluorescence polarization, M. tuberculosis H37Rv; AID 2606, 2010; 320,000 compounds, 0.048% hits; inhibition, % at 5.96 µM; P9WHR9; in the data active = inhibition above about 38%;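 note: extracellular domain of Rv3671c used as enzyme; 0% = enzyme with DMSO and 100% = no enzyme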
UGM FP inh = M. tuberculosis UGM enzyme inhibitors, primary screen, biochemical, fluorescence polarization, single point | 320,000 compounds, 0.06% hits | inhibition, % at 10 µM | purified UGM, fluorescence polarization probe displacement | AID 504406, 2011; in the data active = inhibition above about 10%, passing the limit was not always enough
Target sequence (P9WIQ1 whole entry, looked up): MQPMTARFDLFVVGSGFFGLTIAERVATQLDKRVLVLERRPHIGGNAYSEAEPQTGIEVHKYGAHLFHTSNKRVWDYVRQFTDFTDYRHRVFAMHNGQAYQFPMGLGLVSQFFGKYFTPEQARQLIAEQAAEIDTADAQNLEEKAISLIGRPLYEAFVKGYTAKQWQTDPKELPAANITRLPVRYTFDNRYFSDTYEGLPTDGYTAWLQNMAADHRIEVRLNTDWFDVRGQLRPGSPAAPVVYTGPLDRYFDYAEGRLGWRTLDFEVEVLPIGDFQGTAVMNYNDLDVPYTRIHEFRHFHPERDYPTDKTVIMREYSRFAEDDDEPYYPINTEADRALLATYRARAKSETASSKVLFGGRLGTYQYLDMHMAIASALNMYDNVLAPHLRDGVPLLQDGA
PriA SSB inh = inhibitors of Klebsiella pneumoniae PriA binding to SSB C-terminal tail, primary screen, biochemical, AlphaScreen | AlphaScreen SSBct-PriA binding, biotinylated peptide | inhibition, % at 33 µM | AID 1272365, 2023 | 430,000 compounds, 0.6% hits | PriA–SSB C-terminal tail interaction (Klebsiella pneumoniae); in the data active = inhibition mostly above about 37%, no sharp cut-off; inactive = mostly below about 20%;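 note: plate controls were negative control peptide for no effect and reference peptide for full effect; strong numbers were not always called active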
Active calls of the source: *; i = inactive; · = no result given; & = joins results of further samples. Only part of the results is shown; the hit share may differ from the screen's.

SMILES	GDH-TPI inh	BH1578 lux ind	Mtb BioA inh	MazEF act	Mtb FBA inh	SARS 3CLpro inh	VHR inh abs	Rv3671c protease	UGM FP inh	PriA SSB inh
Cn1c(=O)n(C)c2cc(/C=N/NC(=O)c3ccncc3)ccc21	·	·	·	·	·	-2	6	4	3.0	·
C[C@H](NC(=O)COc1ccccc1)C(=O)OCC(=O)c1cc2ccccc2o1	7	0.8	-1.2	7	2	·	·	·	·	-3
Cc1cccc(NC(=O)c2sc(NC(=O)COc3ccccc3)c(C#N)c2C)c1C	3	-0.3	·	13	0	-5	11	-5	0.1	0
CCOC(=O)c1cnc(N)nc1-c1ccccc1	4	i	-0.3	4	0	·	·	·	·	-9
O=C(COc1ccccc1O)NNc1ccccc1	6	-0.2	·	4	0	-3	-7	-6	1.2	-13
O=C(CN1CCOc2ccccc21)N1CCN(c2cccc(Cl)c2)CC1	0	-0.5	1.1	-29	2	6	·	-1	-2.8	26
CC1C(C#N)=C(N)OC2=C1C(=O)CC(c1ccccc1)C2 (centres undefined)	5	-0.2	0.9	-3	10	2	12	7	-0.7	-4
CCCCCCNC(=O)Cc1c(O)c2ccccc2[nH]c1=O	-1	i	0.0	1	24	5	20	7	1.5	-15
COC(=O)c1ccc(C(c2c(C)n(C)n(-c3ccccc3)c2=O)c2c(C)n(C)n(-c3ccccc3)c2=O)cc1	4	i	-0.4	9	0	1	-28	-2	1.1	-5
CC(C)C(=O)N1CCC1(C)C(=O)NCc1ccc(F)cc1Cl (centres undefined)	8	-0.3	1.9	·	-2	·	·	·	·	·
O=C(CN(C(=O)CCC(=O)Nc1nccs1)c1ccccc1F)NCc1ccccc1	1	0.0	0.9	4	-1	-5	26	-13	6.8	-11
O=C(CN(CCc1ccccc1)S(=O)(=O)c1ccc(Cl)cc1)N/N=C/c1ccc2c(c1)OCO2	17	-0.2	-2.6	-10	1	7	4	6	-0.6	·
COc1ccc(C(=O)NCc2ccc(C)cc2)cc1S(=O)(=O)N1CCOCC1	13	-0.3	-0.3	0	2	·	·	·	·	·
CC(C(=O)Nc1ccc(Cl)cc1Cl)N1CC=C(c2ccccc2)CC1 (centres undefined)	-2	-0.4	·	0	-1	2	21	4	-1.2	-13
Cc1nn(CC(=O)NCCc2ccccc2)c(=O)c2cc3occc3n12	-1	-0.3	-1.9	8	-2	2	18	0	-0.3	-7
CC(C)(CN1CCc2ccccc2C1)NS(=O)(=O)c1ccccc1	5	-0.5	·	10	4	-2	13	3	-0.1	-5
C[C@@H]1CN([C@H](C)CO)C(=O)CCCn2cc(nn2)CO[C@H]1CN(C)C(=O)CCC(F)(F)F	4	i	0.2&0.1	1	-1	·	·	·	·	·
O=C(Nc1cc(Cl)ccc1F)C1=COCCO1	6	-7.1	·	3	0	·	·	-17	1.4	-13
O=C(c1ccc(Cl)cc1)n1cnc2ccccc21	5	i	-2.8	10	5	0	4	-1	0.1	-25
COc1ccc(/C=C(\NC(=O)c2cccs2)C(=O)NC(C)(C)C)cc1OC	9	i	-8.5	6	-2	0	53*	5	1.1	-14
Cc1ccc(OCc2nnc(SCC(=O)N3CCc4ccccc43)n2C)cc1	11	-2.0	-2.5	-1	2	1	·	-11	0.7	0
CC(CNC(=O)C(C)(C)C)NC(=O)C(C)(C)C (centres undefined)	3	-1.8	-1.5	3	-2	3	-11	9	-1.1	-1
O=C(NCc1ccc(Cl)cc1)C1CCC(CNc2c(N3CCCC3)c(=O)c2=O)CC1 (centres undefined)	14	-0.4	-0.2	2	-2	-4	1	4	0.4	4
CS(=O)(=O)c1sc2nc(-c3cccs3)cc(-c3ccccc3)c2c1N	31*	0.6	·	-11	15	0	3	-5	1.3	-14
O=C(NCCCN1CCCC1=O)[C@H](CSCc1ccccc1)N1Cc2ccccc2C1=O	0	-0.4	-0.7	2	2	-2	16	-1	-3.3	8

New compounds follow:
SMILES	GDH-TPI inh	BH1578 lux ind	Mtb BioA inh	MazEF act	Mtb FBA inh	SARS 3CLpro inh	VHR inh abs	Rv3671c protease	UGM FP inh	PriA SSB inh
COc1ccc2oc(=O)c(/C(C)=N/Nc3nc(-c4cc(C)ccc4C)cs3)cc2c1	4	-0.3	·	-6	0	2	0	-18	-1.4	·
CC1CCCN(CCCNC(=O)CN2C(=O)COc3ccc(S(=O)(=O)N4CCOCC4)cc32)C1 (centres undefined)	-3	-3.1	-2.7	12	0	-3	13	-9	-2.0	-15
CC(=O)Nc1ccc(N2CCN(c3ccc(C(F)(F)F)cn3)CC2)nc1	-2	0.6	-3.9	-7	1	-5	13	5	1.8	-6
COC(=O)[C@@]1(Cc2ccc(OC)cc2)[C@H]2c3cc(C(=O)N4CCCC4)n(Cc4c(CO)[nH]cc(C)c4=O)c3C[C@H]2CN1C(=O)c1ccccc1	·	·	·	-1	·	·	·	-1	-0.2	1
CCC1CCCCN1CC(=O)Nc1cc(C)nn1-c1nc(C)cc(C)n1 (centres undefined)	3	i	·	0	2	-3	-3	-3	-3.1	6
Cc1ccc(OC(=O)c2oc3ccc(F)cc3c2C)c(C)c1	6	3.7	-3.5	-9	-4	3	6	-2	1.3	-61
COc1ccc(CCNC(=O)C2CCN(C(=O)c3cccc(Cl)c3)CC2)cc1OC	-17	0.5	1.2	15	0	-1	14	0	0.3	-2
COc1cc(N)c(Cl)cc1C(=O)OCC(=O)NCC1CCCO1 (centres undefined)	11	-0.1	-0.9	-1	3	·	·	0	0.0	-6
Nc1n[nH]c(C2CC2)c1N=Nc1ccc(Cl)c(Cl)c1	5	0.1	-0.6	-10	-3	7	23	14	-0.4	17
CCc1ccc(N2CC(C(=O)Nc3ccc4c(c3)OCCO4)CC2=O)cc1 (centres undefined)	-1	-0.2	0.4	0	-1	3	0	0	-1.4	-8
CCCSC(=S)NC1CCS(=O)(=O)C1 (centres undefined)	11	-5.0	-1.9	-11	2	-2	14	2	2.0	-5
O=C(O)c1ccccc1CSc1nc2ccccc2s1	-2	-0.3	-0.1	6	-1	9	10	2	0.9	-1
O=c1[nH]c(=O)n(-c2ccc(Cl)cc2)c(O)c1C=NCCN1CCCCC1	-2	1.6	·	-10	3	1	25	-8	-1.2	4
O=C(COC(=O)c1n[nH]c2ccccc12)Nc1ccccc1	-5	i	·	0	2	1	17	-2	-0.6	-8
CSCCC(NC(=O)COc1ccccc1)C(=O)Nc1ccc(C)cc1 (centres undefined)	-4	-0.4	-1.0	-9	-1	-4	-4	0	-0.7	-1
CCC(C)NC(=O)CC1Oc2ccc(Cl)cc2NC1=O (centres undefined)	8	-0.2	-1.3	-6	6	-3	21	8	0.9	-2
CCC(=O)NC(=S)Nc1cc(C(=O)O)ccc1OC	1	i	0.9	-10	-7	-8	29	3	1.1	-15
Cc1ccc(NC(=O)c2ncn(CCCN(C)CCc3ccccn3)n2)cc1C	8	i	1.3	-6	-1	·	·	·	·	-13
C/C(=C\c1ccccc1)C(=O)Nc1cc(C)on1	2	4.5	-0.8	7	7	1	23	-5	0.5	4
COc1ccc(-c2cc(C(F)(F)F)n3ncc(C(=O)N4CCc5ccccc5C4)c3n2)cc1	-1	-0.3	·	6	0	3	3	-14	1.4	-12
NCCCC[C@@H](C(=O)N1CCNCC1)n1cc(CN)nn1	-4	-2.1	-2.1	-2	2	·	·	-1	0.1	-23
CC(C)(C)c1csc(N(CCC#N)CCC#N)n1	2	-0.7	0.5	2	2	2	0	0	2.2	-14
CCN1CCN(C(=O)N2CCOCC2)CC1	5	-0.3	·	1	-1	0	11	0	1.3	-14
Cc1cccc(NC(=O)c2nc[nH]c2C(=O)NCCCCCCNC(=O)c2[nH]cnc2C(=O)Nc2cccc(C)c2)c1	-5	i	-1.3	-287	0	·	·	6	-0.6	-11
COc1ccc(OC)c(CCNC(=O)c2ccc3c(=O)[nH]c4c(C(=O)NC(C)C)sc(=S)n4c3c2)c1	2	-0.4	-1.1	-10	1	5	-6	9	-1.6	3

More structures:
SMILES	GDH-TPI inh	BH1578 lux ind	Mtb BioA inh	MazEF act	Mtb FBA inh	SARS 3CLpro inh	VHR inh abs	Rv3671c protease	UGM FP inh	PriA SSB inh
O=C(NCc1cccnc1)c1ccc(S(=O)(=O)N2CCOCC2)cc1	1	i	-0.6	-7	-1	0	7	-2	-0.3	-5
COc1ccc(/C(C)=N/NC(=O)CNC(=O)/C=C\c2ccco2)cc1	5	i	-0.6	7	1	5	27	-7	1.3	·
Cc1ccc(S(=O)(=O)N(C)C)cc1[N+](=O)[O-]	-8	4.4	·	6	-5	4	-3	-2	0.4	4
CCc1nc2c(OCc3cccc(Cl)c3)cccn2c1N(C)C(=O)CC(C)C	0	-0.2	0.3	·	-1	·	·	·	·	·
COc1ccc(-n2c(Cc3cccn3C)nnc2SCC(=O)Nc2cccc(NC(C)=O)c2)cc1	4	i	2.2	-14	2	1	24	-1	1.0	-2
C#CCOCCOCCOCCNc1nc(N2CCOCC2)nc(N2CCN(C(=O)[C@H]([C@@H](C)CC)n3cc(CCCN=C(N)N)nn3)CC2)n1	8	-0.6	-2.4	15	3	3	0	-5	5.8	-11
CC1CCCCC1Nc1ncnc2sccc12 (centres undefined)	6	-0.2	9.3	-2	0	-11	30	-3	-0.3	-7
CC(=O)c1cccc(NC(=O)CNC(=O)Cc2ccccc2)c1	-12	-0.3	0.0	3	0	6	-3	3	0.8	-7
COC(=O)c1cccc(NC(=O)C2COc3ccccc3O2)c1 (centres undefined)	-2	-7.1	6.3	-5	2	-4	4	0	-1.5	-7
COc1ccc(S(=O)(=O)N(C)C[C@H]2Oc3ccc(NC(=O)CCC(F)(F)F)cc3C(=O)N([C@H](C)CO)C[C@@H]2C)cc1	-2	0.9	4.9&-0.9	7	-1	·	·	-6	-5.4	0
COc1ccc(Cl)cc1NC(=O)c1cc(-c2ccccc2)on1	0	i	-1.9	-21	-1	-6	28	-8	0.2	-11
NC(=O)C(c1ccc(Sc2ccccc2)nn1)c1ccc(Cl)cc1Cl (centres undefined)	4	i	36	-4	0	7	30	-6	5.5	9
COCCNC(=O)C1(C)CCCN(C(=O)c2cccc(C(F)(F)F)c2)C1 (centres undefined)	4	i	-1.2	·	1	·	·	·	·	·
CCCCCC(=O)NC(=S)Nc1ccc(Br)cc1C	0	-0.4	·	-7	-7	1	-18	-2	3.1	5
O=c1ccc2ccc(O[C@@H]3O[C@H](CO)[C@@H](O)[C@H](O)[C@H]3O)c(O)c2o1	26	-0.4	-1.3	-3	6	·	·	-3	1.9	-4
CCCOc1ccc(-c2nc(N3CCN(CC)CC3)c3ccccc3n2)cc1	12	-1.9	-2.2	10	11	-3	-5	5	-3.3	8

High-throughput results: PubChem BioAssay, several laboratories
